Screening data from PubChem.
FAS TE block – blocks the thioesterase domain of human fatty acid synthase; P49327; recombinant FAS-TE, OMFH fluorogenic substrate, fluorescence endpoint; inhibition, % at 15 µM; hit rate 0.67% among 360,000; AID 602261;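 active = compounds whose normalised, plate-corrected inhibition of enzyme fluorescence in the single-dose primary screen is 50% or more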;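 also: 0% = DMSO with enzyme and 100% = substrate without enzyme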
MsrA inhibitor – bovine MsrA inhibition. AID 651718. hit rate 0.75% among 360,000. purified bovine MsrA, absorbance read-out. inhibition, % at 15.5 µM; in the data active = inhibition above about 4.5%;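 also: 0% = vehicle wells with enzyme and 100% = reference inhibitor wells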
MsrA act – activators of bovine methionine sulfoxide reductase A. activation, % at 10.6 µM. hit rate 0.3% among 360,000. purified bovine MsrA, absorbance read-out; in the data active = activation above about 7.5%;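 also: 0% = vehicle and 100% = reference activator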
MLLE-PAM2 inh – inhibitors of microRNA-mediated deadenylation, human PABP1 MLLE binding; P11940; GST-MLLE / FITC-PAM2 fluorescence polarization; inhibition, % at 20 µM; hit rate 0.36% among 360,000; in the data active = inhibition above about 35%, passing the limit was not always enough;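 also: plate controls were DMSO wells with GST-MLLE for no effect and wells lacking GST-MLLE protein for full effect; some results filed as inactive read as strong as hits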
Rin1 Abl inh – inhibitors of human Rin1-Abl protein interaction; P00519+Q13671; TR-FRET Rin1/Abl binding, biochemical; inhibition, % at 7.35 µM; hit rate 0.4% among 360,000; in the data active = inhibition above about 5%, passing the limit was not always enough
eLon inh – inhibits E. coli Lon protease. P0A9M0. purified E. coli Lon protease, fluorescence polarization. inhibition, % at 7.94 µM. hit rate 0.42% among 360,000. AID 602123; in the data active = inhibition above about 13%, passing the limit was not always enough;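 also: 0% = enzyme with probe and DMSO and 100% = no enzyme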
CSN inh – CSN deneddylation inhibition; Q92905; Purified CSN, SCF-Nedd8-OG deneddylation, fluorescence polarization; inhibition, % at 12.5 µM; hit rate 0.38% among 360,000; AID 651999;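 active = pattern-corrected inhibition above about 35%, with an unprinted fluorescence ratio check between 0.5 and 1.5, limit read from the data, passing the limit was not always enough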;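 also: 0% = enzyme with substrate and 100% = substrate without enzyme; some results filed as inactive read as strong as hits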
Target sequence (Q92905 whole entry, looked up, one chain of several): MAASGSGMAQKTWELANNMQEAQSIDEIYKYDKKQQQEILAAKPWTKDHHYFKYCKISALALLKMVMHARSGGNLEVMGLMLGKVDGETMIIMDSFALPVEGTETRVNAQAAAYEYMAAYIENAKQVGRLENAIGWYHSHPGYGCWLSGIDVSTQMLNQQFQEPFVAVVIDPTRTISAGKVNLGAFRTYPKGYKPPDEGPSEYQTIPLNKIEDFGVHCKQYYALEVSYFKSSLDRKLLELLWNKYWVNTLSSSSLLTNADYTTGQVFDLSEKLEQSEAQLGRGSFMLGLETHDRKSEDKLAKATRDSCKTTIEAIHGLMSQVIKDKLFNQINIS
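Detection – fluorescence polarization · System – HEK293T-derived human Csn5 enzyme · Controls – substrate-only high control, full reaction low control · Timing – 90 min, room temperature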
TbMetRS inhib – blocks T. brucei methionyl-tRNA synthetase activity. purified T. brucei MetRS, ATP depletion, Kinase-Glo luminescence. inhibition, % at 11.9 µM. hit rate 0.4% among 360,000;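 active = inhibition above a per-plate cutoff of the control wells' mean inhibition plus 3 SD, cut at about 5.5% in these data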;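 also: 0% = DMSO wells median and 100% = median of wells with control inhibitor compound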
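Assay system: T. brucei methionyl-tRNA synthetase, purified | Medium: HEPES buffer with MgCl2, KCl, DTT, spermine, BSA, pyrophosphatase | Compound: 11.9 µM single point | Incubation: 15 min enzyme-compound preincubation, 2 h reaction, 10 min detection, 25 °C | Measured by: Kinase-Glo luciferase luminescence reporting remaining unconsumed ATP | Measure: % inhibition normalized to control-well medians | Replication: Singlicate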
Neddylation inh – inhibitors of human cullin neddylation; TR-FRET cullin neddylation, biochemical; calls only at 25 µM; hit rate 0.58% among 360,000; P61081+Q13564; in the data active = inhibition above about 36%
Target sequence (P61081 whole entry, looked up): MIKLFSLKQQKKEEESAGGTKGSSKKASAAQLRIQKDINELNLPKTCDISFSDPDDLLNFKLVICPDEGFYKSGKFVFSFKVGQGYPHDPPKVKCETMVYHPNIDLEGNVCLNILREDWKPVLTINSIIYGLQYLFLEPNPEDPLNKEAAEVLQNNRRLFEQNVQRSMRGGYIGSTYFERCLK
Target sequence (Q13564 whole entry, looked up): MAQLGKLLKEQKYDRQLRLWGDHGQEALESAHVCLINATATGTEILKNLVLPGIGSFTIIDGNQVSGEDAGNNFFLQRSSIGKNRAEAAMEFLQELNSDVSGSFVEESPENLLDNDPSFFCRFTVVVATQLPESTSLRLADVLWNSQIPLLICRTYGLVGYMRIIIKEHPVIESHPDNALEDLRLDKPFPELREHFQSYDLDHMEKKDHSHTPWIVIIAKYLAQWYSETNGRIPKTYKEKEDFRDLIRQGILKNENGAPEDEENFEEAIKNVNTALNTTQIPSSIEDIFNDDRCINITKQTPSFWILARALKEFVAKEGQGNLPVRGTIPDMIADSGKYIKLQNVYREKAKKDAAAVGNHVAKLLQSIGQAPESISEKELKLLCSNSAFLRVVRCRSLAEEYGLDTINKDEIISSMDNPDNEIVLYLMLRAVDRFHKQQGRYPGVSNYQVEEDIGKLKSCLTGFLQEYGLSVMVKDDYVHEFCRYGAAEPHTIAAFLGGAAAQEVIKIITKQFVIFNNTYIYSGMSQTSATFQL
Active calls of the source: *; i = inactive; / = no result given.

SMILES	FAS TE block	MsrA inhibitor	MsrA act	MLLE-PAM2 inh	Rin1 Abl inh	eLon inh	CSN inh	TbMetRS inhib	Neddylation inh
CCOC(=O)C1CCN(C(=O)COC(=O)c2oc3ccccc3c2C)CC1	5	-1.5	-3	4	-2	7	4	-0.3	i
O=C(NC(=S)NCCc1ccccc1)c1cccc(Cl)c1	14	0.2	-2	32	0	4	0	-0.1	i
CC(C)CCN1CCN(Cc2cccc(C(F)(F)F)c2)CC1CCO (stereo not drawn)	-3	-1.5	-5	-4	-4	6	1	-0.5	i
O=C1OC[C@H]2CCCN2C(=O)[C@@H](CC(=O)N(CCO)Cc2ccccc2)C/C=C\C[C@@H]1Cc1ccc(F)cc1	-7	0.4	-3	10	1	-15	1	-0.5	i
N#C/C(=C(/O)c1cccc(F)c1)c1nc2ccccc2s1	-7	2.2	-6	-3	-1	-5	6	-1.1	i
CCCN1C(=O)C(O)(C2CC(=O)CC(C)(C)O2)c2ccccc21 (stereo not drawn)	-6	0.1	-6	-4	-1	-13	1	0.2	i
O=C(Nc1nccs1)C1CC2CCC1C2 (stereo not drawn)	0	-1.2	1	9	2	4	0	0.5	i
CCCS(=O)(=O)NC(=O)C1(C)CCCN(C(=O)c2cccc(OC(F)(F)F)c2)C1 (stereo not drawn)	-6	0.8	-5	9	-2	2	2	-0.1	i
COc1cc(C(=O)Nc2ccc(N3CCN(C(=O)c4ccc(C)cc4)CC3)cc2)cc(OC)c1OC	0	1.8	-3	-10	0	1	-1	0.2	i
Cc1cc(SCC(=O)NC2CC2)nc2ccccc12	-3	1.5	-3	-4	-10	-4	-4	-0.3	i
COc1ccccc1CN1CCNC(=O)C1CC(=O)NCCC1=CCCCC1 (stereo not drawn)	0	-0.7	-5	17	0	4	-2	-0.7	i
O=S(=O)(c1ccc(Cl)cc1)N1CCN(C2CCN(Cc3ccccc3)CC2)CC1	-3	-0.9	-3	5	4	-4	-2	-0.4	i
C=Cc1ccc(CN2CCCN(Cc3ccc(Cl)cc3)S2(=O)=O)cc1	20	0.3	-2	-1	6	-2	7	-0.9	i
CC1=C(c2ccc(F)cc2)[N+](=O)C(C)(C)N1[O-]	-7	4.8*	-11	-25	4	1	-6	-0.1	i
CC1CN(c2nc3ccccn3c(=O)c2/C=C(\C#N)S(=O)(=O)c2ccccc2)CC(C)O1 (stereo not drawn)	21	0.6	-2	4	-9	-7	0	-0.1	i
O=C(/C=C/c1ccco1)OCC1CCCN2CCCCC12 (stereo not drawn)	-2	2.0	-2	-4	-2	6	-18	1.0	i
Cc1ccc(S(=O)(=O)N(C)c2ccc(C(=O)NC3CCCCC3)cc2)cc1	6	-0.5	-4	0	-1	2	0	-0.3	i
CCCCNC(=S)Nc1ccc(OC)nc1	-11	-0.1	-4	41*	3	6	-9	-0.6	i
N#CCCN(C(=O)c1ccc2c(=O)n3c(nc2c1)CCCCC3)c1ccccc1	6	-0.6	-3	0	0	1	1	0.1	i
Cn1c(-c2sc3cc(C(F)(F)F)cnc3c2-c2cccs2)n[nH]c1=S	0	0.9	-1	-10	0	-1	-1	-1.0	i
CCCn1c(/N=C/c2ccc3c(c2)OCO3)nc2ccccc21	-10	-0.6	-6	-7	-1	-1	2	1.4	i
Cc1ccc(S(=O)(=O)N2CCOCC2)cc1NC(=O)COC(=O)c1cnc(Cl)c(Cl)c1	1	-0.1	-2	-15	2	-1	-3	0.0	i
Clc1ccc(CSc2nnc(-c3ccccn3)n2Cc2ccco2)c(Cl)c1	29	-0.4	-2	-27	-5	-1	4	0.0	i
Cn1cccc1Cc1nnc(SCC(=O)N2CCN(c3ccccc3)CC2)n1-c1ccc(F)cc1	-1	-0.3	-2	-44	2	-7	1	-1.1	i
C=CCNC(=S)NNC(=O)c1ccc(OCCC)cc1	5	-0.6	2	-12	-2	8	1	0.2	i
CCCN(C(=O)Cc1csc(-c2ccccc2)n1)C1CCS(=O)(=O)C1 (stereo not drawn)	1	-0.8	-1	2	-1	-4	2	-0.3	i
COCCNC(=O)c1cc(-c2ccccc2)n(Cc2cc(C)no2)n1	-9	-0.2	-2	-9	2	0	-4	0.0	i
CCC(C)NCCCOc1ccc(C)cc1OC (stereo not drawn)	-2	-1.0	-4	15	-3	-2	0	-1.1	i
CCc1nnc(NC(=O)CSc2nnc(-c3ccccc3OC)n2-c2ccccc2)s1	14	2.8	1	-3	-1	-3	4	-0.5	i
Cc1ccc2nc(N(CCCN(C)C)C(=O)COc3ccc(Cl)cc3)sc2c1	11	0.3	0	12	2	5	2	-0.1	i
O=C(Nc1ccc(F)cc1)N1CCC(c2nc3c(nnn3Cc3ccccc3Cl)c(=O)[nH]2)CC1	17	0.9	0	2	0	-10	-1	0.4	i
CCC(=O)c1ccc(OCC(=O)OCC(=O)N2c3ccccc3CC2C)cc1 (stereo not drawn)	10	-1.0	-4	12	0	13	3	-0.3	i
Cc1nc(C(=O)Nc2ccccc2)sc1C1(C)CC(c2cccc([N+](=O)[O-])c2)=NO1 (stereo not drawn)	22	0.4	-1	8	0	1	2	-0.2	i
COc1ccc(Cn2ccnc2)cc1Br	-4	-0.5	-5	1	-4	-14	8	-0.4	i
OC1(c2nc3ccccc3[nH]2)CCCCC1	-13	-0.5	-7	-8	3	8	0	0.5	i
COc1ccc(C(C(=O)NC(C)(C)C)N(C(=O)Cn2nnc3ccccc32)c2ccc(C(C)=O)cc2)cc1O (stereo not drawn)	0	0.4	0	-3	-2	0	-2	0.2	i

In the list so far, 7 contain an aryl methoxy group.
SMILES	FAS TE block	MsrA inhibitor	MsrA act	MLLE-PAM2 inh	Rin1 Abl inh	eLon inh	CSN inh	TbMetRS inhib	Neddylation inh
COc1cc(C(=O)Nc2ccc(N3CCN(C(=O)c4ccc(C)cc4)CC3)cc2)cc(OC)c1OC	0	1.8	-3	-10	0	1	-1	0.2	i
COc1ccccc1CN1CCNC(=O)C1CC(=O)NCCC1=CCCCC1 (stereo not drawn)	0	-0.7	-5	17	0	4	-2	-0.7	i
CCCCNC(=S)Nc1ccc(OC)nc1	-11	-0.1	-4	41*	3	6	-9	-0.6	i
CCC(C)NCCCOc1ccc(C)cc1OC (stereo not drawn)	-2	-1.0	-4	15	-3	-2	0	-1.1	i
CCc1nnc(NC(=O)CSc2nnc(-c3ccccc3OC)n2-c2ccccc2)s1	14	2.8	1	-3	-1	-3	4	-0.5	i
COc1ccc(Cn2ccnc2)cc1Br	-4	-0.5	-5	1	-4	-14	8	-0.4	i
COc1ccc(C(C(=O)NC(C)(C)C)N(C(=O)Cn2nnc3ccccc32)c2ccc(C(C)=O)cc2)cc1O (stereo not drawn)	0	0.4	0	-3	-2	0	-2	0.2	i

Continuation:
SMILES	FAS TE block	MsrA inhibitor	MsrA act	MLLE-PAM2 inh	Rin1 Abl inh	eLon inh	CSN inh	TbMetRS inhib	Neddylation inh
Cc1ccc(C)c(N2CCN(C(=O)c3ccc(N4CCCC4=O)cc3)CC2)c1	1	/	0	1	0	-8	1	-0.8	i
O=C(c1cc(-c2ccco2)on1)N1CCN(c2ccccc2)CC1	0	-0.7	1	-19	0	-35	2	-0.5	i
Cn1c(CCNC(=O)c2cccs2)n[nH]c1=S	-7	-1.1	-1	3	2	-3	5	-0.3	i
CC#C[C@]1(O)CC[C@H]2[C@@H]3CCC4=CC(=O)CCC4=C3[C@@H](c3ccc(N(C)C)cc3)C[C@@]21C	24	-0.4	1	-2	0	-2	-7	-0.2	i
Cc1cc(-n2nc3ccccc3n2)c(O)c([N+](=O)[O-])c1	1	0.9	-3	7	-3	0	3	-0.8	i
CNC(=O)/C(C#N)=c1\s/c(=C/C(=O)OC)c(=O)n1-c1ccccc1	-10	1.6	1	6	-1	-11	2	-0.5	i
Cc1cc(C(=O)CN2C(=O)C(=O)N(Cc3ccccc3)C2=O)c(C)n1-c1ccccc1F	9	2.1	1	-2	0	-3	12	-0.4	i
CCn1c(COc2c(C)cccc2C)nnc1SCc1nc2ccccc2c(=O)[nH]1	-2	-0.8	-3	2	0	-10	0	-0.6	i
CCOc1cc(C(=S)N2CCOCC2)ccc1OS(=O)(=O)c1ccccc1	14	-0.6	-12	12	2	-2	-1	-1.5	i
CC(=O)c1cc(CN2CCN(C3CCN(C(C)C)CC3)C(CCO)C2)cs1 (stereo not drawn)	-11	1.4	-9	-2	4	2	0	-0.7	i
Cn1nc(C(C)(C)C)cc1C(=O)N1CCCCC1c1cc(C(=O)Nc2ccc3c(c2)OCO3)no1 (stereo not drawn)	13	-0.3	1	-1	-2	12	-4	-0.2	i
CCC(C(=O)N/N=C(\C)c1cccnc1)c1ccccc1 (stereo not drawn)	-3	0.9	-6	-2	2	-11	0	-0.2	i
O=C(Nc1nccs1)c1ccc(COc2ccc(F)cc2)o1	6	0.2	-4	3	1	-11	2	-0.9	i
O=C(CSc1c2c(nc3ccccc13)CCC2)N1CCCC1	-6	0.0	-5	5	2	2	0	-0.4	i
COc1ccc(CCNc2ncnc3[nH]ncc23)cc1OC	-2	-0.4	-1	-2	2	-8	0	0.2	i
CCc1ccc2[nH]c(=O)c(CN(Cc3ccco3)S(=O)(=O)c3ccc4c(c3)OCCO4)cc2c1	-8	-1.1	-3	-6	0	2	1	-0.4	i
O=C(NC1CCCCC1)N1CCSC1=Nc1ccccc1	18	-1.1	0	-1	2	-7	4	-1.3	i
Cn1c(=O)n(CC(=O)NCc2cccnc2)c2ccccc21	-5	0.8	-4	-4	-1	-6	-5	-0.7	i
CCOc1ccc(C)cc1S(=O)(=O)n1ccnc1	-6	0.4	0	-3	3	1	-6	-1.2	i
COc1cccc(Oc2c(C)oc3c(CN4CCOCC4)c(O)ccc3c2=O)c1	-7	1.4	-8	-2	-3	-1	-2	-0.7	/
COc1ccccc1-n1c(C)nc2cc(C(=O)O)ccc21	-6	-0.3	-5	-4	-2	-9	-3	-1.0	i
CN(C(=O)Cn1c(=O)oc2ccccc21)C1CCCCC1	-5	0.0	-2	10	4	9	5	-0.4	i
Nc1nnc(-c2ccc(Cl)c(Cl)c2)s1	-8	-0.6	-2	-6	2	1	3	-0.6	i
Cc1cc(NC(=O)CSC2=NS(=O)(=O)c3ccccc3N2)no1	-6	-0.4	0	0	2	-19	-1	-0.2	i
CCOC(=O)c1ccc(-n2ccnc2)c(NC(=O)c2ccc(Cl)cc2)c1	-5	-0.8	8.1*	14	2	-2	4	0.6	i
CC(=O)Nc1c2c3c(cccc3n(C)c1=O)C(=O)c1ccccc1-2	-102	2.9	-2	34	-7	9	-50	-0.3	i
CCCCOc1ccc(C(=O)NCC(=O)N2CCN(C/C=C/c3ccccc3)CC2)cc1	5	0.1	-1	-9	-4	0	-2	-0.3	i
COc1ccc(NC(=O)CN2CCc3ccccc3C2)c(OC)c1	6	-1.2	-1	-6	0	-1	0	-0.3	i
CC(=O)SCC[N+](C)(C)C	-1	-1.1	-3	26	-1	-1	-2	-0.3	i
COc1ccc(NC(=O)c2cc(-c3ccc(C)cc3)on2)cc1OC	-3	-0.5	-7	-3	-2	0	0	-1.1	i
CNc1ccccc1C(=O)OC(C)C(=O)Nc1ccc(Cl)cn1 (stereo not drawn)	18	0.3	-11	11	1	10	3	-1.1	/
C=CCNC(=O)N[C@@H](Cc1ccccc1)C(=O)OC	-6	-0.5	-11	0	2	5	1	-1.3	i
COC(=O)NCC(c1ccc2c(c1)OCO2)N1CCN(c2ccc(OC)cc2)CC1 (stereo not drawn)	-2	-0.5	0	2	1	-6	1	0.0	i
